Bioassay records as filed in PubChem.
B2AR arrestin – qHTS assay of beta-arrestin-biased ligands of beta2-adrenergic receptor. Potency, µM (titrated, usually from 46.1 µM), for inactives: at the top dose activation, actives largely listed as activators. 330,000 compounds, 0.02% hits. beta-arrestin recruitment to beta2AR, cell-based reporter. Beta-2 adrenergic receptor (Homo sapiens), P07550. AID 492947, 2010;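 further: potency means the concentration at half of the fitted maximal effect; 0% = DMSO controls and full agonism = EC100 isoproterenol or metaproterenol; nearly all actives have a fitted effect of over 65% in size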
Target sequence (P07550 whole entry, looked up): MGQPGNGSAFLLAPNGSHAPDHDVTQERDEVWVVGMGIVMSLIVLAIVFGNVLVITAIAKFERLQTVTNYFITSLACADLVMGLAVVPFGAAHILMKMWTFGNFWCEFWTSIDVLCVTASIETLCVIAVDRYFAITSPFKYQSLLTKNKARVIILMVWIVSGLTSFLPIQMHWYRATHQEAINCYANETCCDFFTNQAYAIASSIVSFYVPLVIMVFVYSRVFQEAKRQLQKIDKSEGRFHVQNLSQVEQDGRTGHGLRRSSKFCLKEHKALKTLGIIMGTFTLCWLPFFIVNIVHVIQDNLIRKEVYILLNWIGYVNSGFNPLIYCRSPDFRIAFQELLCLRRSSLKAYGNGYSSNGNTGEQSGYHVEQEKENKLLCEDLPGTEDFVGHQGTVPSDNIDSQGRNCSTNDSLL
PKM2 act – qHTS Assay for Activators of Human Muscle isoform 2 Pyruvate Kinase; purified PKM2, Kinase-Glo ATP luminescence, activation; response scale: 0% is enzyme alone, no compound; AID 1631, 2009; 260,000 compounds, 0.34% hits; Pyruvate kinase PKM (Homo sapiens), P14618; Potency, µM (titrated, usually from 57.5 µM), inactives show at the highest dose activation, actives largely listed as activators; further: potency means the concentration at half of the fitted maximal effect; on the % scale 0 is the no-effect control and ±100 the full control effect; nearly all actives have a fitted effect of over 55% in size
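Purified hPK-M2 (>95%) run at intermediate activity with 0.1 mM ADP and 0.5 mM PEP in 50 mM imidazole pH 7.2, KCl, MgCl2; 1 h room temperature. ATP formed read by Kinase-Glo luminescence; normalized to uninhibited and no-enzyme controls.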
GALK inh – qHTS Assay for Inhibitors of Human Galactokinase (GALK). 270,000 compounds, 0.007% hits. Purified GALK, Kinase-Glo residual ATP luminescence. Potency, µM (series often up to 57.5 µM), without a hit: at the highest dose activity change, negative = inhibition, most hits filed as inhibitors. P51570; further: potency means the concentration at half of the fitted maximal effect; on the % scale 0 is the no-effect control and ±100 the full control effect
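Compounds were pin-transferred into ATP buffer (35 uM final), then GALK plus galactose (5 nM, 100 uM final) was added. After 1 h at room temperature, Kinase-Glo Plus was added and luminescence read after 10 min.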
TRPV1 agonist – HTS Assay for Compounds that Act as Agonists of the Vanilloid Receptor 1; Transient receptor potential cation channel subfamily V member 1 (Homo sapiens), Q8NER1; TRPV1-expressing cells, Fluo-8 calcium influx, agonist mode; activation, % at 8.33 µM; 320,000 compounds, 0.19% hits; AID 540275, 2011; in the data active means activation above about 80%; inconclusive means between about 30% and that limit; further: 0% is about no effect
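TRPV1-expressing cells were cultured overnight at 35.5C and loaded with Fluo-8 calcium dye for 40 to 90 min at room temperature. After a 10 s baseline, compound was added and calcium influx was read kinetically for 3 min (ex 480/em 520 nm).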
CXXC DNA block – qHTS Fluorescence Polarization Assay for Inhibitors of MLL CXXC domain - DNA interaction | Histone-lysine N-methyltransferase 2A (Homo sapiens), Q03164 | MLL-CXXC / FITC-HOXA9 DNA fluorescence polarization | Potency, µM (top dose mostly 115 µM), without a hit: top-dose activity change, negative = inhibition, actives largely listed as inhibitors | 290,000 compounds, 0.037% hits; active means well fitted inhibition curve with a large enough effect in the polarisation, with a control signal flat, not every such curve was filed as active; inconclusive means small, poorly fitted or top-dose-only effect, or effect the other way, or a change in a side signal; inactive means no such curve, though single readings can be large or run the other way; the % refers to the polarisation; further: potency means the concentration at half of the fitted maximal effect
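Purified MLL-CXXC (added from a 7 uM solution) was preincubated 5 min at ambient with pinned compounds in 50 mM Tris-HCl pH 7.5, 50 mM NaCl, 1 mM DTT, 0.05% BSA. Fluorescein-labeled HOX-A9 DNA (50 nM solution) followed, 30 min, then polarization read.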
Giardia kill – Small Molecules that selectively kill Giardia lamblia: qHTS. Giardia lamblia trophozoite viability. activity change, % at 7.66 µM, hits read low. 340,000 compounds, 0.15% hits. AID 540267, 2011; in the data active means activity change below about -80%; inconclusive means between about -30% and that limit;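 further: parasites exposed to compound for two days anaerobically before the ATP read; on the % scale 0 is the no-effect control and ±100 the full control effect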
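Giardia trophozoites, 100 cells per well, were exposed to compounds for 48 hrs at 37 deg C under anaerobic conditions; viability was then read as ATP content by bioluminescence after 15-30 min at room temperature.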
Menin MLL FP TR – qHTS Assay for Inhibitors Targeting the Menin-MLL Interaction in MLL Related Leukemias: Competition With Texas Red Labeled MLL-derived Mutant Peptide; Menin + Texas Red MLL mutant peptide, fluorescence polarization; Potency, µM (series often up to 61.6 µM), for the others: at the highest dose FP activity change, negative = inhibition, most hits filed as inhibitors; 270,000 compounds, 0.23% hits; AID 1768, 2009; active means well fitted inhibition curve with a large enough effect in the polarisation, with a control signal flat, not every such curve was filed as active; inconclusive means small, poorly fitted or top-dose-only effect, or effect the other way, or a change in a side signal; inactive means no such curve, though single readings can be large or run the other way; the % refers to the polarisation; further: potency means the concentration at half of the fitted maximal effect; % of control where 0% means no effect; many of its hits are not listed in these tables
Target sequence (O00255 whole entry, looked up): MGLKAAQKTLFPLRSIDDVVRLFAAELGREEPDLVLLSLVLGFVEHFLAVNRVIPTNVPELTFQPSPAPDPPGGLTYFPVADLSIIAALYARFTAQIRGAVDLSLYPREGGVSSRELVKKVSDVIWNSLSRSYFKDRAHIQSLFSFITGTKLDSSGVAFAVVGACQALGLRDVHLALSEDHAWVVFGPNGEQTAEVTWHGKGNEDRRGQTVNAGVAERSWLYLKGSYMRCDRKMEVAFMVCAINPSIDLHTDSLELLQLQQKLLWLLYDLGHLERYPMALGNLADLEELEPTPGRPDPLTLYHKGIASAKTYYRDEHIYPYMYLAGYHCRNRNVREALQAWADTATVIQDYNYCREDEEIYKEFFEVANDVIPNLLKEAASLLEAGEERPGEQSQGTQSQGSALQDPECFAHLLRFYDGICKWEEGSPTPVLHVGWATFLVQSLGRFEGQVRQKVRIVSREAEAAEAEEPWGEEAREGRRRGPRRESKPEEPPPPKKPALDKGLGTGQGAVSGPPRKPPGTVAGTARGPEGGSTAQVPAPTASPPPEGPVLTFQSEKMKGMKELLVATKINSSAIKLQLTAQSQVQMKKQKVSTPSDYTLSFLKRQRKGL
hERG WT inh – qHTS for Inhibitors of KCHN2 3.1: Wildtype qHTS; Voltage-gated inwardly rectifying potassium channel KCNH2 (Homo sapiens), Q12809; U2OS, BacMam KCNH2, thallium flux FluxOr; active compounds read low; activity change, % at 1.84 µM; 340,000 compounds, 0.37% hits; AID 720551, 2013;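 active means maximum activity change below -70%; inconclusive means maximum activity change between -70% and -50%; inactive means maximum activity change above -50%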; further: on the % scale 0 is the no-effect control and ±100 the full control effect
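U2OS cells were transduced with wild-type KCNH2 virus (2.03 x 10^8 / mL) for 4 h at room temperature, then cultured overnight at 37 C. Thallium flux was read with FluxOr dye. Rate constants were normalized to DMSO controls.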
KCNH2 3.1 block – qHTS for Inhibitors of KCHN2 3.1: Mutant qHTS | U2OS KCNH2 3.1, thallium flux FluxOr; active compounds read low | activity change, % (tested at about 1.8 µM) | 340,000 compounds, 0.95% hits | AID 720553, 2013;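 active means maximum activity change below -70%; inconclusive means maximum activity change from -70% to -50%; inactive means maximum activity change above -50%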;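 further: thallium influx rate constant from kinetic fluorescence after stimulation buffer; on the % scale 0 is the no-effect control and ±100 the full control effect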
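U2OS cells transduced with KCNH2 3.1 mutant virus (1.77 x 10^8 /mL, 4 h), plated overnight at 37 C, loaded 45 min with FluxOr dye plus Red40 quencher. Thallium flux rate constant from kinetic reads after stimulation buffer, normalised to controls.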
USP2a inh – qHTS Assay for Inhibitors of Ubiquitin-specific Protease USP2a Using CHOP2 as the Reporter; USP2 core, Ub-CHOP2 coupled fluorogenic reporter, 485/531; Potency, µM (highest dose often 38.3 µM), for the others: top-dose activity change, negative = inhibition, hits mostly inhibitors; 330,000 compounds, 0.01% hits; Ubiquitin carboxyl-terminal hydrolase 2 (Homo sapiens), O75604;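 further: potency means the concentration at half of the fitted maximal effect; plate controls were DMSO wells for no effect and full inhibition by NEM control for full effect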
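Cell-free coupled assay: 10nM USP2 core preincubated 30min RT with compound in Tris-HCl pH 8.0/CaCl2/CHAPS buffer, then 25nM Ub-CHOP2 and 25nM reporter substrate; fluorescence (Ex 485/Em 531) read after 60min RT, normalized to NEM inhibition, concentration-response curves fitted.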
Coupling enz – qHTS Assay for Inhibitors of Fructose-1,6-bisphosphate Aldolase from Giardia Lamblia: Coupling assay counterscreen; activity change, negative = inhibition, % at 58.2 µM, hits read low; coupling enzyme system counterscreen, AmpLite Red fluorescence; 290,000 compounds, 0.67% hits; in the data active means activity change below about -30%; further: on the % scale 0 is the no-effect control and ±100 the full control effect
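Final compound at 57.5 uM, incubated 10 min at RT with coupling enzyme reagent (glyceraldehyde-3-phosphate), then 20 min with substrate and AmpLite Red detection. Fluorescence read at 525/598 nm; tests interference with the coupling assay, not aldolase inhibition.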
Numbers without * were called inactive; ? = inconclusive; / = not tested or not shown; ! = not active in a repeat; [ ] = another dose, or the depositor's remark. Unless noted, the call rests on the fitted dose curve; in most records, active means well fitted curve in the direction sought with a large enough effect; inconclusive means small, poorly fitted or top-dose-only effect, or another doubt; inactive means no such curve, though single readings can be large; an effect the other way counts as inactive or inconclusive. A portion of the library; count on the stated rates, not on these rows.

SMILES | B2AR arrestin | PKM2 act | GALK inh | TRPV1 agonist | CXXC DNA block | Giardia kill | Menin MLL FP TR | hERG WT inh | KCNH2 3.1 block | USP2a inh | Coupling enz
O=c1[nH]c(/C=C/c2cccc([N+](=O)[O-])c2)c([N+](=O)[O-])c(=O)[nH]1 | -0.5% | -1% | ? | 1 | ? | -5 | 83%[activator] | 0 | 14 | -2% | 10
CCn1c(C)c(P(=O)(N2CCOCC2)N2CCOCC2)c2ccccc21 | 0.3% | 5% | -4% | 0 | 2% | 4 | -1% | 7 | -5 | 4% | 0
O=C1CCC(C(=O)N2CCOCC2)CN1Cc1cccc(C(F)(F)F)c1 (stereo not given) | 0.2% | -6%[0.46 µM] | -2% | 14 | 1% | -17 | -8% | 7 | 8 | 1% | 6
O=C(NCCc1nc2ccccc2[nH]1)/C(=C/c1ccc2c(c1)OCO2)NC(=O)c1ccccc1Cl | -0.4% | -9% | 3% | 24 | 2% | 5 | -5% | ? | -77* | 1% | 7
O=C(O)Cc1ccc(NC(=O)C2CCCCC2C(=O)O)cc1 (stereo not given) | -1.2% | 2% | -3% | 1 | -4% | 12 | 0% | 4 | 6 | 1% | 1
CC[C@]12c3[nH]c4ccc(OC)cc4c3CCN1C(=O)C(CC(=O)NCCC1=CCCCC1)C[C@@H]2C(=O)N1CCN(C(=O)C2CC2)CC1 (stereo not given in full) | -0.6% | / | / | / | / | 3 | / | -2 | 0 | 4% | /
O=C(Nc1ccc(S(=O)(=O)N2CCOCC2)cc1)c1cccnc1 | -0.3% | -3% | -2% | 1 | 1% | 7 | / | 9 | -24 | -1% | 0
C[C@H]1[C@H](c2ccccc2)C[C@@H](C(=O)O)C1(C)C | 0.3% | / | / | 3 | / | 5 | / | -9 | 7 | 1% | /
O=C(CSc1nc2ccccc2o1)N1CCCC1 | -0.8% | -1% | 2% | 3 | 0% | 0 | 7% | -1 | 17 | 3% | 5
COc1ccc(-c2nc(N)nc(C(F)(F)F)c2-c2cscn2)c(O)c1 | -0.3% | 1% | / | 2 | -2% | 23 | / | -22 | 9 | 0% | -2
COC(=O)CCCC1=CC2=CC(=O)C(C)(OC(=O)c3cccs3)C(=O)C2=CN1C1CC1 (stereo not given) | -0.5% | -1%[11.5 µM] | -1% | -2 | 1% | 3 | ? | -6 | -11 | -9% | -40*!
O=C(CN1CCN(c2nc(-c3ccc(F)cc3)cs2)CC1)NCc1ccc2c(c1)OCO2 | -0.1% | 0% | -1% | ? | 11% | 15 | -10% | 7 | -1 | -5% | -5
COC(=O)C(C)Sc1nc2c(c(=O)n(C)c(=O)n2C)n1Cc1cccc(C)c1 (stereo not given) | -0.2% | -8% | -2% | ? | -4% | 9 | 4% | 0 | 6 | 0% | 0
O=C(NCC1CCCO1)c1nc(Cn2ccc([N+](=O)[O-])n2)no1 (stereo not given) | -0.3% | 0% | 1% | 4 | 11% | 12 | 7% | 2 | 15 | 2% | 1
O=c1c(-c2ccccc2)c(-c2ccccc2)oc2cc(O)cc(O)c12 | 0.2% | / | 2% | -2 | 7% | 7 | 66%[activator] | -10 | -9 | -3% | 0
Cc1cc(-c2ccc(S(=O)(=O)NCc3ccc(F)cc3)cc2)on1 | -0.2% | / | 0% | 6 | 26% | 3 | / | -11 | -4 | 1% | /
CC1CCN(S(=O)(=O)c2ccc(NC(=O)CN3CCCCCC3)cc2)CC1 | -0.2% | / | 3% | 0 | -1% | 1 | 0% | 39 | -33 | 1% | 1
CC(=O)NCCC1CCN(C(=O)c2cc(COc3ccc(C)nc3)on2)CC1 | -0.2% | / | 1% | 1 | -9% | -27 | 4% | 7 | -3 | 1% | 0
NS(=O)(=O)c1ccc(CCNC(=O)CCc2nc3sc4c(c3c(=O)[nH]2)CCCC4)cc1 | -0.4% | / | / | -2 | / | -6 | / | 31 | -2 | 5% | /
Cc1ccccc1-n1cc(C(=O)c2cc(Cl)ccc2O)cc(C#N)c1=O | -3.9% | -1% | 3% | -4 | 17% | -25 | 20% | 4 | -18 | 1% | 4
CC1CC(c2ccccc2)n2nc(N3C(=O)c4ccccc4C3=O)nc2N1 (stereo not given) | -0.2% | -11% | -2% | 4 | 0% | 3 | 10% | 5 | 0 | -1% | 0
COc1cccc(/C=N/NC(=O)C(=O)Nc2ccccc2OC(F)(F)C(F)F)c1 | 1.7% | -6% | 2% | 5 | -5% | 19 | -17% | -4 | 20 | 5% | 5
O=c1c2ccccc2nnn1CSc1nc2ccccc2c(=O)n1Cc1ccco1 | 0.0% | -11% | 0% | 0 | -1% | -9 | -7% | 1 | -17 | 2% | 0
NC(=O)COC(=O)c1ccc(Cl)c(S(=O)(=O)N2CCN(c3ccc(F)cc3)CC2)c1 | 0.0% | 2% | 6% | -3 | 2% | -2 | ? | 17 | -10 | -3% | 1
O=C(N/N=C\c1ccc(-c2cccc(Cl)c2)o1)C(=O)NC1CCCC1 | -0.8% | -13% | 13% | 0 | 6% | 36[activator] | 3% | -4 | -16 | 4% | -1
Cc1[nH]nc2c1C(c1ccc(-c3ccccc3C#N)o1)C(C#N)=C(N)O2 (stereo not given) | 0.1% | ? | 3% | 2 | -2% | 18 | 13% | -1 | 3 | 0% | -24
CCOCCn1c(CN2CCN(c3cccc(Cl)c3)CC2)nc2c1c(=O)n(C)c(=O)n2C | 0.0% | -2% | 1% | / | -4% | 21 | 7%[11.7 µM] | 1 | -5 | 2% | 1
CCOc1ccc2nc(N(Cc3ccccc3)C(=O)CCNC(C)=O)sc2c1 | 0.0% | / | 1% | ? | 3% | -23 | / | 12 | / | -1% | /
COc1ccc2cc3cc(C(=O)NCCC(C)C)oc3nc2c1 | -0.3% | / | -2% | -1 | -10% | -2 | -26% | -17 | -10 | -1% | 0
CCOC(=O)N1CCC(NC(=O)c2ccc3c(c2)sc2nc(-c4cccc(OC)c4)cn23)CC1 | 0.4% | -4% | -2% | 4 | -3% | / | -4% | / | / | -7% | 2
CCOc1ccc(NC(=O)CN(C)C(=O)c2cn(-c3ccccc3)nc2-c2cccs2)cc1OCC | 0.2% | / | -2% | 1 | 8% | -14 | / | 2 | -1 | -2% | /
COc1ccc(Cl)cc1C(=O)NNC(=O)COC(=O)c1cccs1 | 0.1% | / | / | / | / | -2 | / | -15 | 10 | 3% | /
CCCC1C2C(=O)N(c3ccccc3OC)C(=O)C2ON1c1ccccc1 (stereo not given) | -0.4% | 3% | 3% | 4 | -2% | -6 | -3% | 15 | 14 | -2% | 0
O=C(Nc1cccc(C(F)(F)F)c1)c1cccnc1NCCO | 0.3% | 0% | -4% | 1 | 12% | -4 | 2% | 17 | 8 | 1% | 1
COC(=O)c1sccc1NC(=O)CCC1CCCCC1 | 0.0% | 18% | 0% | 14 | -5% | 7 | -3% | -7 | 20 | -5% | 1
Cc1ccccc1CS(=O)(=O)Cc1ccc(C(=O)NCc2ccco2)o1 | -1.0% | 2% | 0% | -2 | -2% | 2 | -7% | 9 | 8 | -1% | 3
CCOc1ccc(NC(=O)CSc2nc3c([nH]c4ccccc43)c(=O)n2C)cc1 | -0.4% | -1% | 15% | 0 | -14% | 13 | 0% | 5 | 31 | 0% | 0
C[C@H](CO)N1C[C@H](C)[C@@H](CN(C)C(=O)Nc2ccc3c(c2)OCO3)Oc2ccc(NC(=O)NC3CCCCC3)cc2C1=O | -0.1% | / | / | / | / | 15 | / | 3 | 2 | 8% | /
CC(CN1CCOCC1)(NS(=O)(=O)c1ccccc1)c1ccccc1 (stereo not given) | -0.2% | -13% | 2% | 17 | -5% | 0 | -11% | -26 | -10 | 0% | 0
CCCNC(=S)Nc1ccc(Cl)cc1C | -0.4% | -5% | -1% | -7 | 0% | -15 | 6% | -21 | -12 | 2% | 2
